# LMPTP inh: LMPTP phosphatase inhibitors, primary screen, biochemical, fluorescence intensity, uHTS; Low molecular weight phosphotyrosine protein phosphatase (Homo sapiens), P24666; recombinant LMPTP-A, OMFP fluorogenic substrate; inhibition, % at 20 µM; 360,000 compounds, 0.22% hits; AID 651560, 2012;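 active means compounds that cut the enzyme signal by at least half of the control window in the single-dose screen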;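 further: plate controls were DMSO wells with enzyme plus substrate for no effect and substrate without enzyme for full effect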
#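 Assay system: LMPTP-A phosphatase enzyme | Input: 0.625 nM enzyme | Also added: Fluorogenic phosphatase substrate OMFP at 400 µM final | Compound dosing: One test concentration per compound, 20 µM, with 3% DMSO overall | Schedule: 50 min enzyme reaction at room temperature, protected from light | Signal: Fluorescence intensity | Benchmarks: no-enzyme and uninhibited controls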
# STEP block: STEP phosphatase inhibitors, primary screen, biochemical, fluorescence intensity, uHTS; recombinant STEP, OMFP fluorogenic substrate; 360,000 compounds, 0.25% hits; inhibition, % at 20 µM; Tyrosine-protein phosphatase non-receptor type 5 (Homo sapiens), P54829;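 active means inhibition at 20 µM, scaled per plate between control wells, above about 37%, limit read from the data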;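 further: 0% = DMSO with enzyme and substrate and 100% = substrate only without enzyme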
#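 System: STEP (striatal-enriched tyrosine phosphatase) enzyme, cell-free; medium: Bis-Tris pH 6.0 buffer with DTT, detergent; dosing: 20 µM, 1% DMSO; times: reaction 20 min, ambient temperature; detection: fluorescence, 480/540 nm; read-out basis: normalized % inhibition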
# TbMetRS inhib: T. brucei MetRS inhibitors, primary screen, biochemical, luminescence. 360,000 compounds, 0.4% hits. inhibition, % at 11.9 µM. purified T. brucei MetRS, ATP depletion, Kinase-Glo luminescence;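 active means inhibition above a per-plate cutoff of the control wells' mean inhibition plus 3 SD, cut at about 5.5% in these data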;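 further: 0% = DMSO wells median and 100% = median of wells with control inhibitor compound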
#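 Test system: purified T. brucei MetRS enzyme. Also added: ATP, methionine and E. coli bulk tRNA substrates. Compound: 11.9 µM single point. Schedule: 15 min enzyme-compound preincubation, 2 h reaction, 10 min detection, 25 °C. Signal: luciferase luminescence of residual ATP, Kinase-Glo. Evaluation: percent inhibition versus plate control medians. Controls: DMSO wells, low control.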
# Scp-1 inhibitor: Scp-1 phosphatase inhibitors, primary screen, biochemical, colorimetric, uHTS. 340,000 compounds, 0.88% hits. Carboxy-terminal domain RNA polymerase II polypeptide A small phosphatase 1 (Homo …. AID 493091, 2011. inhibition, % at 20 µM. Recombinant Scp1, phosphopeptide, malachite green phosphate absorbance;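 active means inhibition above about 50% at 20 µM, limit read from the data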;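 further: plate controls were DMSO wells with enzyme for no effect and wells lacking enzyme for full effect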
# Target sequence (Q9GZU7 76-261 limits assumed): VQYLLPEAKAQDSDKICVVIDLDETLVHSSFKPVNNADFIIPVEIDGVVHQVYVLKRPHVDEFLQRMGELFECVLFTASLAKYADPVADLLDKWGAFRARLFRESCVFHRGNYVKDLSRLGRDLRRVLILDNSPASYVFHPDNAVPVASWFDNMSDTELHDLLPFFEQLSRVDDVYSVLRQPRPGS
#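 System: truncated SCP-1 phosphatase (76-261aa); medium: Tris acetate buffer pH 5.5 with MgCl2 and Tween-20; incubation: 45 min room-temperature reaction, 5 min colour, 30 min stabiliser; compound: single 20 µM dose, 1% DMSO; reagent: Phosphorylated 17-residue peptide substrate; read-out: % inhibition at 20 µM; technique: colorimetric free-phosphate detection, absorbance 630 nm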
# SUMO1 PPI mod: modulators of SUMO1 protein-protein interactions, primary screen, biochemical, uHTS | Small ubiquitin-related modifier 1 (Homo sapiens), P63165 | SUMO1 binding to a labelled peptide, TR-FRET, 1 h | inhibition, % at 20 µM | 360,000 compounds, 0.33% hits; in the data active means inhibition above about 37%
# Target sequence (P63165 whole entry, looked up): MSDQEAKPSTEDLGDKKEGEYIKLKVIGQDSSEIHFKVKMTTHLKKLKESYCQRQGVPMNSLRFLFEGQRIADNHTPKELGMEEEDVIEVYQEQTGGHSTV
# NadD block: inhibitors of S. aureus NadD, primary screen, biochemical, colorimetric, uHTS; inhibition, % at 20 µM; purified NadD enzyme, colorimetric absorbance read-out; 360,000 compounds, 0.78% hits; Nicotinate-nucleotide adenylyltransferase NadD (Staphylococcus aureus N315); in the data active means inhibition above about 26%; further: some compounds past the cut are filed as inactive
# SKN-1 block: suppressors of acrylamide-induced Pgst-4::GFP reporter in worms, primary screen, SKN-1 inhibitor project, whole organism, uHTS, GFP/RFP fluorescence ratio, strain VP596; C. elegans VP596 Pgst-4::GFP/RFP ratio, 24 h; inhibition, % at 21.8 µM; 360,000 compounds, 0.49% hits; AID 624304, 2012;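 active means interference check ratio from 0.5 to 1.5 plus GFP to RFP signal ratio inhibition reaching or exceeding a fixed threshold, cut at about 30% in these data, passing the limit was not always enough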; further: some compounds called inactive have numbers as strong as hits
# DNMT1 block: human DNMT1 methyltransferase inhibitors, primary screen, biochemical, molecular beacon, fluorescence, HinP1I cleavage, uHTS | inhibition (reported as % activation of signal), % at 10 µM | AID 588458, 2011 | 360,000 compounds, 0.83% hits | DNA (cytosine-5)-methyltransferase 1 (Homo sapiens), P26358; in the data active means inhibition above about 50%
# Neddylation inh: inhibitors of cullin neddylation, primary screen, biochemical, TR-FRET, uHTS, NAE and Ubc12; 360,000 compounds, 0.58% hits; calls only at 25 µM; in the data active means inhibition above about 36%
# Target sequence (P61081 whole entry, looked up): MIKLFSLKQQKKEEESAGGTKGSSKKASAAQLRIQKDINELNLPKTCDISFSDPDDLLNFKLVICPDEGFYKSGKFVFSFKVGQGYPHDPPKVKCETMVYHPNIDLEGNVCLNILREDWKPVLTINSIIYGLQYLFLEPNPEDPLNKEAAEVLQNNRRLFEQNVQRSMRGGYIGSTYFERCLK
# Target sequence (Q13564 whole entry, looked up): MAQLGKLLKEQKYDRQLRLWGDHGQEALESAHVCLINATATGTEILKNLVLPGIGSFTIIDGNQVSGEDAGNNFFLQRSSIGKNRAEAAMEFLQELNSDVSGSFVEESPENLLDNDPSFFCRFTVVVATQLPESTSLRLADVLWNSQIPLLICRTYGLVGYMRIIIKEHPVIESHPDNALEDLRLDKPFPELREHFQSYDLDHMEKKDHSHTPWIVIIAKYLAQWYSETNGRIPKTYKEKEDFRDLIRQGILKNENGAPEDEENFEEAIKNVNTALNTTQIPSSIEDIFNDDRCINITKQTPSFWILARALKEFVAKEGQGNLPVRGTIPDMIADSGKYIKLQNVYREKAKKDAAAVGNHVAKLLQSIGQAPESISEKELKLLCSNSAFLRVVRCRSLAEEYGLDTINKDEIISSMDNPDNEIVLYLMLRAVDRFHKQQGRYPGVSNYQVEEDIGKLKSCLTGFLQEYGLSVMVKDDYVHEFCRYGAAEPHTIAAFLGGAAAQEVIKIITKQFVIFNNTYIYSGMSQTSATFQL
# NRP1-CendR mod: modulators of CendR peptide binding to NRP-1, primary screen, biochemical, fluorescence polarization, uHTS; Neuropilin-1 (Homo sapiens), O14786; FAM-RPARPAR peptide binding to NRP-1; inhibition, % at 25 µM; 360,000 compounds, 0.85% hits;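 active means inhibition or corrected inhibition above about 18%, plus a signal ratio from 0.5 to 1.5, limit read from the data, passing the limit was not always enough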; further: strong numbers were not always called active
# * marks the source's active call; other numbers are inactive results; i = inactive; x = not tested or not shown.
SMILES,LMPTP inh,STEP block,TbMetRS inhib,Scp-1 inhibitor,SUMO1 PPI mod,NadD block,SKN-1 block,DNMT1 block,Neddylation inh,NRP1-CendR mod
O=C(NCCCN1CCOCC1)c1ccc2c(c1)N(Cc1ccc(Cl)cc1)C(=O)c1ccccc1S2=O (centres undefined),-0.8,2.4,-0.2,0.2,0.8,2.6,4.7,-6.1,i,1.2
CN(Cc1nnc(-c2ccc(F)cc2)o1)c1ccccc1,0.3,0.1,0.0,-4.7,4.7,-5.8,1.9,-7.3,i,2.5
COc1ccc(CN2CC(C(=O)NCCC3=CCCCC3)CC2=O)cc1 (centres undefined),-2.1,-2.3,0.8,6.7,-2.5,-2.8,6.7,1.7,i,-5.9
Cc1ccc(NC(=O)c2ccco2)c(NC(=O)c2cccs2)c1,-0.1,3.2,-0.2,-8.0,-1.4,-3.9,-10.8,-2.1,i,-1.8
COC12NC(=O)N(C)C1(OC)C(=O)N(C)C(=O)N2C (centres undefined),-0.7,0.9,-0.1,-1.3,-0.5,-1.1,2.7,3.7,i,-2.9
Cc1c(-c2ccc(F)cc2)nc(N)c(C#N)c1-c1cccs1,0.7,0.6,-0.4,-2.5,-35.9,3.6,-22.1,-0.6,i,-3.1
CCCCOC(=O)c1cc(=O)[nH]c(=O)[nH]1,-1.2,1.0,-1.1,-7.1,0.4,2.6,15.0,0.6,i,-7.6
Cc1ccccc1Nc1nc(N)nc(COC(=O)[C@@H](NC(=O)c2c(F)cccc2F)C(C)C)n1,0.4,-1.5,-0.5,7.2,4.9,1.7,8.7,0.8,i,8.7
CCN(CC)C(=O)N1c2ccccc2C=Cc2ccccc21,0.1,12.6,-0.4,-6.9,2.7,-3.5,7.0,1.2,i,-15.9
O=C(Nc1cccc(S(=O)(=O)N2CCCCCC2)c1)c1cc(=O)c2ccccc2o1,2.7,4.0,-0.3,-11.8,16.8,-6.5,0.7,-0.8,i,-5.7
COc1ccc(NC(=O)CCNS(=O)(=O)c2ccc3c(c2)CCC(=O)N3)cc1,0.5,-3.6,-0.4,-1.3,-1.1,0.6,3.4,0.5,i,7.0
Cc1c(NC(NC(=O)CC(C)C)C(Cl)(Cl)Cl)c(=O)n(-c2ccccc2)n1C (centres undefined),-0.7,-1.6,-0.1,-11.8,-1.3,-3.7,0.4,2.8,i,5.7
Cc1cccc(C(=O)OCC(=O)NCc2ccc3c(c2)OCO3)c1C,0.8,2.1,-0.3,-8.6,4.2,-9.6,4.3,-5.4,i,0.7
Cc1csc(SCC(=O)Nc2nc3ccccc3s2)n1,1.8,-1.5,-0.9,-10.7,-0.7,-1.0,-19.4,9.1,i,7.1
CC(C)CN1CCNC(=O)C1CC(=O)NCCc1ccc(C(F)(F)F)cc1 (centres undefined),-3.0,-1.3,-0.3,-6.7,-6.1,-3.9,7.3,-15.9,i,-28.9
CCOC(=O)c1csc(NC(=O)c2ccc(S(=O)(=O)N(C)C)cc2)n1,-0.6,-2.0,0.0,-0.1,0.2,-5.8,5.4,-0.6,i,-15.2
CCOc1cccc(-c2nn3c(-c4ccco4)nnc3s2)c1,-0.3,-1.3,-0.4,-2.2,1.8,-0.2,-17.3,-1.3,i,-27.6
O=c1cc(N2CCCCC2)c(-c2ccccc2)nn1Cc1ccccc1,3.0,4.1,-0.8,-1.2,7.4,0.3,11.0,1.6,i,-8.3
OCC1OC(c2ccc(OCc3ccccc3)cc2OCc2ccccc2)C(O)C1O (centres undefined),-0.7,0.0,-0.3,x,3.8,-6.3,6.3,-3.2,i,6.9
NC(=O)c1ccc(C23CC4CC(CC(C4)C2)C3)o1,-1.6,-1.6,-0.6,-10.7,3.5,-5.5,15.1,-2.4,i,0.6
CCCSc1nc2c(c(=O)[nH]c(=O)n2C)n1Cc1ccc(C)cc1,0.3,0.9,0.2,-1.8,1.3,1.4,4.4,53.9*,i,-16.0
COc1ccc(/C=C/C(=O)NC(=S)Nc2ccc(S(=O)(=O)Nc3cc(OC)ncn3)cc2)cc1,0.3,3.7,-0.1,-8.4,19.7,54.4*,9.6,0.2,i,-35.3
Cn1c(=O)c2cc(NC(=O)NCCc3cccs3)ccc2n1Cc1ccccc1,1.8,1.4,-0.2,x,-1.7,-0.3,9.2,-4.3,x,12.0
Cc1cccc(NC(c2ccc(O)cc2)c2ccc3ccc(C)nc3c2O)n1 (centres undefined),0.6,1.6,-2.1,0.2,-14.2,26.3,5.1,-14.3,i,5.2
Cc1nc(SCCc2ccccc2)[nH]c(=O)c1C,-0.1,1.1,-0.2,-4.5,8.0,-0.5,-1.3,0.8,i,-1.0
O=C1CC(N2CCN(Cc3ccc4c(c3)OCO4)CC2)C(=O)N1c1ccccc1 (centres undefined),0.4,-3.7,0.6,-2.7,-1.7,-3.4,-5.5,0.9,i,-4.8
COC(=O)c1ccc(C(=O)OCCCc2nc3ccc(N)cc3[nH]2)cc1,3.6,-1.9,1.2,-2.2,-2.8,-1.2,-6.0,-13.4,i,-21.1
O=C(COc1cc(Cl)c(Cl)cc1Cl)N1CCN(c2ccccn2)CC1,1.1,0.7,-0.6,-6.4,-0.3,0.8,-11.6,2.9,i,1.4
CC(=O)Nc1cncc(-c2cccc(S(C)(=O)=O)c2)n1,-0.8,-0.9,0.3,x,-2.4,2.7,-4.4,2.9,i,-3.2
COc1ccc(C(=O)Nc2ccccc2C(=O)Nc2ccncc2)cc1,0.7,1.2,-0.3,-2.4,-3.4,2.3,9.8,-0.2,i,-0.5
O=C1C(=O)c2ccccc2C(O)=C1c1ccccc1F,-0.7,3.1,-0.3,-12.8,-28.6,-4.8,6.6,-2.5,i,5.0
C[C@]12CC[C@@H]3c4ccc(O)cc4CC[C@H]3[C@@H]1CC[C@@H]2OC(=O)CCC1CCCC1,1.2,0.6,-0.6,3.8,3.0,-4.6,0.9,-0.8,i,-1.9
Cn1c(SCCC#N)nnc1-c1ccc(F)cc1,0.4,-1.3,0.1,x,1.4,-2.4,-14.6,-0.4,i,0.1
Cc1c(C(=O)N2CCN(Cc3ccccc3)CC2)oc2c1C(=O)CC(C)(C)C2,-1.7,0.7,-0.7,-1.4,-0.7,4.1,32.9,-0.1,i,-1.7
COc1ccc(CCc2nc(-c3ccc(-n4cccc4)cc3)no2)cc1,-0.7,-2.6,-0.6,-8.0,-5.3,1.9,8.2,2.2,i,-11.1
O=C(O)c1cccc(S(=O)(=O)Nc2ccc(-c3ccccc3)cc2)c1,-0.7,9.0,-0.1,-1.1,6.4,-1.6,-3.5,4.2,i,-27.8
Cc1ccc(NNC(=O)c2snnc2C)cc1Cl,-0.6,-1.3,-0.1,-3.5,-1.3,-4.0,-6.0,-0.2,i,-3.0
CCN(CC(=O)Nc1ccc2c(c1)OCCO2)C(=O)CC1CCCC1,-0.4,-0.4,-0.2,-2.6,-2.1,11.9,6.8,-2.9,i,1.5
CC(C)NC(=O)CSc1nc2ccccc2c(=O)n1CCCOC(C)C,-0.9,-1.9,-0.3,-5.2,2.1,-0.7,-16.1,-2.9,i,4.3
O=C(CSc1nnc(CNC(=O)c2ccco2)o1)Nc1ccc(OC(F)(F)F)cc1,0.2,0.6,-0.1,-2.0,-2.1,0.4,7.1,1.8,i,0.7
C=CCc1cccc2cc(C(=O)NC(C)(C)C)c(=O)oc12,-2.6,-2.0,-1.0,-6.7,-2.4,1.4,-16.9,6.3,i,17.3
COc1ccc(NC(=O)C2(C)Cc3c(-c4ccc(C(N)=O)cc4)ccnc3O2)cc1 (centres undefined),-0.2,-1.4,0.3,x,9.7,1.6,8.8,-1.7,i,12.7
CCCCS(=O)(=O)NC1=NCN(CCOC(=O)c2ccccc2)CN1,-2.0,-4.5,-0.6,-0.1,0.7,-4.2,-19.0,2.5,i,-8.3
Cc1ccc(S(=O)(=O)NCCC(c2ccc(F)cc2)c2ccco2)cc1 (centres undefined),4.1,-2.2,0.7,-5.2,1.1,-0.1,-0.1,-14.8,i,-7.8
CC1CCN(C(=O)CCC(=O)Nc2ccc([N+](=O)[O-])cc2)CC1,-1.2,-0.9,0.0,x,-23.2,0.2,2.1,-1.4,i,-9.6
CCOc1ccc(C2N(c3ccc(Cl)cc3)C(=O)C3CCCN32)cc1OC (centres undefined),-0.3,-0.3,-1.1,-11.7,-7.5,-2.2,-5.9,-2.8,i,-10.7
Cc1ccc(C(=O)CC2(O)C(=O)N(CN3CCOCC3)c3ccccc32)cc1 (centres undefined),-0.6,-0.9,-0.3,-1.2,-3.4,1.4,-1.4,7.0,i,9.3
O=C(Cc1c(O)c2ccccc2[nH]c1=O)N(Cc1ccccc1)Cc1ccccc1,0.6,-1.3,0.6,-3.4,3.0,-4.3,2.6,-0.9,i,-5.6
CNc1nc2c(C)cccn2c(=O)c1C=Nc1ccc(OC)cc1,4.3,0.5,0.6,-0.8,-7.7,2.5,10.2,-7.6,i,-8.5

# Printed as active in NadD block, among the entries above:
Molecule	LMPTP inh	TbMetRS inhib	Scp-1 inhibitor	SUMO1 PPI mod	NadD block	SKN-1 block	DNMT1 block	Neddylation inh	NRP1-CendR mod
COc1ccc(/C=C/C(=O)NC(=S)Nc2ccc(S(=O)(=O)Nc3cc(OC)ncn3)cc2)cc1	0.3	-0.1	-8.4	19.7	54.4*	9.6	0.2	i	-35.3

# Reprinted at random: 3 entries already listed
SMILES,LMPTP inh,STEP block,TbMetRS inhib,Scp-1 inhibitor,SUMO1 PPI mod,NadD block,SKN-1 block,DNMT1 block,Neddylation inh,NRP1-CendR mod
Cc1ccc(C(=O)CC2(O)C(=O)N(CN3CCOCC3)c3ccccc32)cc1 (centres undefined),-0.6,-0.9,-0.3,-1.2,-3.4,1.4,-1.4,7.0,i,9.3
Cc1ccc(S(=O)(=O)NCCC(c2ccc(F)cc2)c2ccco2)cc1 (centres undefined),4.1,-2.2,0.7,-5.2,1.1,-0.1,-0.1,-14.8,i,-7.8
CCCCS(=O)(=O)NC1=NCN(CCOC(=O)c2ccccc2)CN1,-2.0,-4.5,-0.6,-0.1,0.7,-4.2,-19.0,2.5,i,-8.3
